Compound activity deposited in PubChem by several laboratories.
T cell HTS: modulates CD8 T cell binding to vesicles. actives 0.068% (n = 330,000). calls only at 7 µM. AID 2052. 2C CD8+ T cell-vesicle binding, flow cytometry; hits give low values;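 active = response, share of CD8 T cells binding vesicles, and their 90th percentile fluorescence all below set limits, cut at about 80% in these data, passing the limit was not always enough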
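Assay system – 2C mouse CD8+ T cells · Also added – QL9-loaded Drosophila micro-vesicles · Timing – Cell–vesicle co-incubation 1.5 h at 37 °C, staining 20 min on ice · Signal – flow cytometry of vesicle-bound cells · Measure – percent CD8+ FL2 mean versus row control · Controls – Peptide-free naked vesicles (low) and QL9 vesicles with 0.7% DMSO vehicle (high)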
Lipid droplet: hepatic lipid droplet formation modulation; inhibition, % at 6.5 µM; actives 0.4% (n = 240,000); AML12 mouse hepatocytes, oleate lipid droplets, BODIPY imaging;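 active = lipid droplet intensity inhibited by at least 50%, with more than 500 cells counted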
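Test system: AML12 mouse liver cells; schedule: overnight exposure; technique: high-content imaging of BODIPY-stained droplets and DAPI nuclei; read-out: % inhibition of corrected integrated BODIPY droplet signal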
Lipid droplet cells 6.5 µM: further read-out of Lipid droplet, marked with its call; cell count; measured here: cell count, cytotoxicity flag;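 cells counted across two imaged fields per well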
T cell HTS vesicle-bound %: further read-out of T cell HTS, marked with its call; double positive events, %; measured here: CD8+ vesicle-bound cell fraction;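 binding gate set so that unloaded-vesicle control wells show 10% double positive cells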
An asterisk follows results filed as active; i = inactive. Only part of the results is shown (hit frequency here may not be typical).

no.	compound	T cell HTS	T cell HTS vesicle-bound %
1	Cc1ccc(C)c(CNS(=O)(=O)c2c(C(=O)N3CCCC3)c(C)n(C)c2C)c1	i	8.8
2	CN1CCCN(C(=O)c2ccc(Br)cc2)CC1	i	34.2
3	CC(=O)c1ccc(N(C(=O)CNC(=O)c2ccco2)C(C(=O)NC2CCCC2)c2cccnc2)cc1 (stereo unspecified)	i	17.7
4	CN(C(=O)COC(=O)c1cc2c(s1)CCCCC2)C1CCS(=O)(=O)C1 (stereo unspecified)	i	8.8
5	O/N=C(\C[n+]1ccccc1)c1ccc(Br)cc1	i	28.4
6	O=C(CNS(=O)(=O)c1ccc(Br)cc1)NCc1ccncc1	i	35.2
7	O=C(NCCN1CCN(c2ccc([N+](=O)[O-])cc2)CC1)NCc1ccccc1	i	11.3
8	CCOCCCNC(=O)c1ccc(NC(=O)C2CCCO2)cc1 (stereo unspecified)	i	59.2

no.	Lipid droplet	Lipid droplet cells 6.5 µM
1	-18.9	709
2	-3.4	769
3	15.3	821
4	1.9	824
5	-5.9	382
6	5.4	759
7	-8.8	864
8	2.4	860

(cont.)
no.	compound	T cell HTS	T cell HTS vesicle-bound %
9	COc1ccc(-c2noc3c2-c2nc(-c4ccccc4F)sc2CC3)cc1	i	11.9
10	CCOc1ccc(/C=N\NC(=O)CC(=O)NCCc2ccccc2)cc1	i	59.3
11	CO/N=C/CC(=O)c1ccc([N+](=O)[O-])c(CS(=O)(=O)c2ccc(Cl)cc2)c1	i	61.6
12	CS(=O)(=O)Cc1ccc(C(=O)NC2CCSc3ccccc32)cc1 (stereo unspecified)	i	34.2
13	O=Cc1c(NCCc2ccc(F)cc2)c2ccccc2[nH]c1=O	i	48.7
14	N/C(=N\OC(=O)c1cccc(Br)c1)c1ccc([N+](=O)[O-])cc1	i	56.1
15	Cn1c(CNC(=O)C2CCCCC2)cc2cc(Cl)ccc21	i	59.8
16	Cc1ccc(C(=O)OCC(=O)NNC(=O)c2ccccc2)c(O)c1	i	56.8

no.	Lipid droplet	Lipid droplet cells 6.5 µM
9	6.6	777
10	8.2	845
11	0.9	619
12	-7.8	812
13	6.1	880
14	-2.9	810
15	32.3	811
16	2.5	812

Further entries
no.	compound	T cell HTS	T cell HTS vesicle-bound %
17	CN1CCN(Cc2cccc3ncccc23)CC1CCO (stereo unspecified)	i	58.0
18	Cc1ccccc1Cn1cc(CCC(=O)N2CCOCC2)c2ccccc21	i	35.9
19	Cc1ccccc1NC(=O)Cc1cccs1	i	52.5
20	Cc1ccc(C(=O)Nc2ccncc2)c(C)c1	i	49.7
21	Cn1c(SCC(=O)NC2CCCCC2)nnc1-c1ccccc1F	i	7.9
22	COc1ccc(/C=C2/SC(=S)N(CCCC(=O)N3CCN(C)CC3)C2=O)cc1	i	61.9
23	COc1cccc(/C=N/c2nc3ccccc3[nH]2)c1O	i	35.7
24	Cc1cccc(N(C)C(=O)c2cc(S(=O)(=O)N3CCCC3)cn2C)c1	i	16.7

no.	Lipid droplet	Lipid droplet cells 6.5 µM
17	10.0	855
18	-13.3	821
19	4.2	824
20	-4.1	799
21	-15.9	755
22	-14.7	856
23	15.9	813
24	-8.4	737

Other entries follow.
no.	compound	T cell HTS	T cell HTS vesicle-bound %
25	O=C(COCc1cc(-c2ccc3c(c2)OCO3)on1)Nc1cccnc1	i	6.1
26	CCCC(=O)Nc1ccc2nc(C)n(Cc3ccccc3Cl)c(=O)c2c1	i	56.8
27	CCc1ccc(S(=O)(=O)NC2CCCCNC2=O)cc1 (stereo unspecified)	i	48.3
28	Cc1nnc(NC(=O)CSc2nnc(C(C)NC(=O)c3ccccc3F)n2C)s1 (stereo unspecified)	i	16.2
29	COc1ccc(N(CC(=O)N2CCC(C(N)=O)CC2)S(=O)(=O)c2ccccc2)cc1	i	26.4
30	Cc1ccc(S(=O)(=O)N2CCOCC2)cc1NC(=O)C1=NN(c2ccccc2)C(=O)CC1	i	40.5
31	COc1ccc(-c2nc3ccccc3nc2-c2ccc(OC)cc2)cc1	i	56.8
32	O=C(c1cccc(C(F)(F)F)c1)C1CCCN(C(=O)Cn2cncn2)C1 (stereo unspecified)	i	57.5

no.	Lipid droplet	Lipid droplet cells 6.5 µM
25	3.5	718
26	-0.6	795
27	2.6	807
28	13.4	726
29	-1.2	815
30	-66.5	777
31	0.6	708
32	9.7	737

Next compounds follow.
no.	compound	T cell HTS	T cell HTS vesicle-bound %
33	CC1CCCC(C)N1CCCNC(=O)c1csc2c1CCCCC2 (stereo unspecified)	i	2.7
34	CC(C)CCNC(=O)CN(Cc1ccco1)C(=O)CCC(=O)Nc1nccs1	i	38.5
35	COc1cc(NC(=O)c2ccc(-c3cccc([N+](=O)[O-])c3)o2)ccc1NC(=O)C(C)C	i	3.3
36	O=C(Nc1ccnn1C1CCN(C2CCOCC2)CC1)c1cccc(F)c1	i	27.3
37	COc1ccc(OC)c(S(=O)(=O)Nc2ccc3c(c2)n(C)c(=O)n3C)c1	i	22.1
38	COc1ccc(C(C2C(=O)CC(C)(C)CC2=O)C2C(=O)CC(C)(C)CC2=O)cc1CO	i	25.0
39	COc1ccc(CN(C)CC(=O)N2CCc3ccccc3C2)cc1	i	26.5
40	O=[N+]([O-])c1ccc(/C=[N+](\[O-])[C@@H]2CCCC[C@@H]2/[N+]([O-])=C/c2ccc([N+](=O)[O-])o2)o1	i	6.3

no.	Lipid droplet	Lipid droplet cells 6.5 µM
33	-7.0	616
34	0.0	782
35	15.6	864
36	8.9	653
37	-18.2	729
38	-1.5	790
39	-25.5	778
40	-49.3	400

Continuation.
no.	compound	T cell HTS	T cell HTS vesicle-bound %
41	COc1ccc(Br)cc1CNC(=O)Cc1cccs1	i	53.7
42	NS(=O)(=O)c1ccc(NC(=O)CN2CCc3ccccc3C2)cc1	i	42.5
43	COc1ccccc1CNS(=O)(=O)c1ccc2c(c1)CC(C)N2C(=O)C1CC1 (stereo unspecified)	i	12.3
44	COc1cc(C(C)=O)ccc1OCCCN1CCC(Cc2ccccc2)CC1	i	56.7
45	COCCNC(=O)C1CCC(CNS(=O)(=O)c2cccc3nsnc23)CC1 (stereo unspecified)	i	29.2
46	COc1ccc(CNC(=O)c2cc3c(=O)n4cccc(C)c4nc3n(CC3CCCO3)c2=N)cc1 (stereo unspecified)	i	52.1
47	COc1ccc(CNC(=O)C(=O)NCC2OCCN2C(=O)c2ccc(OC)cc2)cc1 (stereo unspecified)	i	31.4
48	CC(CN1CCOCC1)OC(=O)c1ccccc1Cl (stereo unspecified)	i	63.4

no.	Lipid droplet	Lipid droplet cells 6.5 µM
41	-34.1	796
42	-2.6	769
43	79.4*	694*
44	-0.2	855
45	13.8	717
46	-10.5	679
47	6.3	604
48	14.9	831

(further entries)
no.	compound	T cell HTS	T cell HTS vesicle-bound %
49	O=C(Nc1cccnc1Cl)c1cccs1	i	49.0
50	CC1CCCN(S(=O)(=O)c2ccc(NC(=O)CNC3CCCC3)cc2)C1 (stereo unspecified)	i	37.6
51	COc1cccc(CNC(=O)c2ccc(C(=O)NCc3cccc(OC)c3)cc2)c1	i	61.5
52	O=C(Cn1nc(C(=O)O)c2ccccc2c1=O)Nc1cccc(Br)c1	i	42.0
53	Cc1ccc(CNC(=O)CCc2nnc3ccc(N4CCC5(CC4)OCCO5)nn23)cc1	i	15.1
54	COc1ccc(C)cc1NC(=O)Nc1ccc2c(c1)CCC2	i	54.6
55	COc1ccnc2c1c(=O)n(Cc1cccc(Cl)c1)c(=O)n2C	i	43.8
56	Cc1ccc(S(=O)(=O)NCc2cn3ccccc3n2)c(C)c1	i	21.8

no.	Lipid droplet	Lipid droplet cells 6.5 µM
49	15.7	633
50	-13.9	823
51	0.8	633
52	4.7	835
53	1.0	749
54	-25.0	641
55	2.0	751
56	2.4	682

3 structures out of the list, sorted by SMILES length, highest first.
no.	compound	T cell HTS	T cell HTS vesicle-bound %
56	Cc1ccc(S(=O)(=O)NCc2cn3ccccc3n2)c(C)c1	i	21.8
54	COc1ccc(C)cc1NC(=O)Nc1ccc2c(c1)CCC2	i	54.6
49	O=C(Nc1cccnc1Cl)c1cccs1	i	49.0

no.	Lipid droplet	Lipid droplet cells 6.5 µM
56	2.4	682
54	-25.0	641
49	15.7	633

Profiles from above.
`CN1CCN(Cc2cccc3ncccc23)CC1CCO` (stereo unspecified) reads T cell HTS: i; T cell HTS vesicle-bound %: 58.0; Lipid droplet: 10.0; Lipid droplet cells 6.5 µM: 855
`COc1ccc(-c2noc3c2-c2nc(-c4ccccc4F)sc2CC3)cc1` reads T cell HTS: i; T cell HTS vesicle-bound %: 11.9; Lipid droplet: 6.6; Lipid droplet cells 6.5 µM: 777

Other records:
no.	compound	T cell HTS	T cell HTS vesicle-bound %
57	O=C(Nc1ccccc1F)c1cccc(C(=O)Nc2ccccc2F)c1	i	20.0
58	C/C(=N\NC(=O)c1ccn(C)n1)c1ccc(NC(=O)C2CCC2)cc1	i	7.2
59	COc1ccc(S(=O)(=O)NNC(=O)Nc2ccccc2OC)c(OC)c1	i	55.0
60	COc1ccc(-c2nnc3cccc(Cl)n23)c(OC)c1	i	25.6
61	Fc1ccccc1NC(=S)NCCc1ccc(Cl)cc1	i	6.3
62	Cc1ccc(C(=O)OCN2C(=O)c3ccccc3C2=O)c(O)c1	i	17.2
63	COc1ccc(CC(=O)NC(C)c2ccc(S(N)(=O)=O)cc2)cc1S(=O)(=O)N1CCOCC1 (stereo unspecified)	i	53.0
64	COC(=O)C(NC(=O)CCC(=O)NC(C(=O)OC)c1ccccc1)c1ccccc1 (stereo unspecified)	i	27.5

no.	Lipid droplet	Lipid droplet cells 6.5 µM
57	4.0	835
58	13.9	688
59	-3.7	864
60	5.4	785
61	-27.4	668
62	-1.2	845
63	-2.4	688
64	-6.7	796

Remaining list, next part
no.	compound	T cell HTS	T cell HTS vesicle-bound %
65	CC(=O)N1CCC(O)(c2ccc3c(c2)OCO3)CC1	i	59.2
66	Cc1ccc(-c2c(C(=O)O)c(C(=O)O)c3n2CSC3)cc1	i	22.8
67	C=C(C)Cn1c(CN(C)Cc2ccccc2)nc2c1c(=O)n(C)c(=O)n2C	i	53.1
68	O=C(NCc1ccccc1)c1cccnc1Sc1ccccc1	i	40.6
69	COc1cccc(OC)c1OCCN1CCCC1	i	59.1
70	Cc1ccc(-n2ncc3c2CCCC3NC(=O)CSc2ccccn2)cc1C (stereo unspecified)	i	29.7
71	COc1ccc(NC(=O)CCNC(=O)c2ccccc2Cl)cc1OC	i	39.5
72	CCOc1ccc(NC(=O)CN(C)S(=O)(=O)c2ccc(-c3ccc(=O)[nH]n3)s2)cc1	i	11.8

no.	Lipid droplet	Lipid droplet cells 6.5 µM
65	-8.1	813
66	-5.3	397
67	-13.9	778
68	-14.3	396
69	15.2	850
70	-7.0	839
71	3.9	674
72	9.9	726

Rewritten in transposed form: part of the list above
65) CC(=O)N1CCC(O)(c2ccc3c(c2)OCO3)CC1
66) Cc1ccc(-c2c(C(=O)O)c(C(=O)O)c3n2CSC3)cc1
67) C=C(C)Cn1c(CN(C)Cc2ccccc2)nc2c1c(=O)n(C)c(=O)n2C
68) O=C(NCc1ccccc1)c1cccnc1Sc1ccccc1

assay / compound	65	66	67	68
T cell HTS	i	i	i	i
T cell HTS vesicle-bound %	59.2	22.8	53.1	40.6
Lipid droplet	-8.1	-5.3	-13.9	-14.3
Lipid droplet cells 6.5 µM	813	397	778	396

An excerpt from above with just T cell HTS and Lipid droplet.
cpd	SMILES	T cell HTS	Lipid droplet
66	Cc1ccc(-c2c(C(=O)O)c(C(=O)O)c3n2CSC3)cc1	i	-5.3
67	C=C(C)Cn1c(CN(C)Cc2ccccc2)nc2c1c(=O)n(C)c(=O)n2C	i	-13.9
68	O=C(NCc1ccccc1)c1cccnc1Sc1ccccc1	i	-14.3

Later entries.
no.	compound	T cell HTS	T cell HTS vesicle-bound %
73	CCOC(=O)Cn1nc(NC(=O)c2ccc(C(=O)OC)cc2)cc1C	i	38.3
74	Cc1cccnc1NC(=O)Nc1ccc(Cl)cc1	i	61.9
75	Cc1cccc(NC(=O)CSCC(=O)Nc2ccccc2N2CCCC2)c1	i	60.7
76	Cc1cc(-c2ccc(C(C)C)c(S(=O)(=O)NCCN3CCC(C)CC3)c2)on1	i	25.2
77	CCc1cc(C(=O)c2ccccc2)c(N)s1	i	54.3
78	COc1ccc(-n2nc3c(N4CCC(C(=O)N5CCCCCC5)CC4)nnc(C)c3c2C)cc1	i	5.2
79	CCOC(=O)N1CCN(S(=O)(=O)c2ccc(C(=O)Nc3sc4c(c3C#N)CC(C)(C)NC4(C)C)cc2)CC1	i	69.0
80	O=C(NCCc1ccc(Cl)cc1Cl)c1cncc(Br)c1	i	48.9
81	O=C(CSc1cn[nH]n1)Nc1ccc(Cl)cc1Cl	i	13.0
82	Cc1c(Cc2ccccc2)c(=O)oc2c(C)c(OCC(=O)NCC3CCC(C(=O)O)CC3)ccc12 (stereo unspecified)	i	14.9
83	COc1ccc(NC(=O)CSc2nnnn2C2CC3C=CC2C3)cc1 (stereo unspecified)	i	5.9

no.	Lipid droplet	Lipid droplet cells 6.5 µM
73	24.1	856
74	-2.9	773
75	30.2	775
76	-3.6	770
77	-6.1	897
78	20.6	750
79	28.2	780
80	-2.9	812
81	11.5	828
82	-13.8	780
83	7.0	698
